MsrA inh – bovine MsrA enzyme inhibitors, primary screen, biochemical, absorbance, HTS. hit rate 0.75% among 360,000. Methionine sulfoxide reductase A (Bos taurus). purified bovine MsrA, absorbance read-out. AID 651718, 2012. inhibition, % at 15.5 µM; in the data active = inhibition above about 4.5%;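 note: 0% = vehicle wells with enzyme and 100% = reference inhibitor wells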
FAS TE block – FAS thioesterase domain inhibitors, primary screen, biochemical, fluorescence intensity, uHTS. recombinant FAS-TE, OMFH fluorogenic substrate, fluorescence endpoint. inhibition, % at 15 µM. hit rate 0.67% among 360,000. AID 602261, 2012;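 active = compounds whose normalised, plate-corrected inhibition of enzyme fluorescence in the single-dose primary screen is 50% or more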;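 note: 0% = DMSO with enzyme and 100% = substrate without enzyme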
E coli Lon inh – inhibitors of E. coli Lon protease, primary screen, biochemical, fluorescence polarization | inhibition, % at 7.94 µM | hit rate 0.42% among 360,000 | purified E. coli Lon protease; in the data active = inhibition above about 13%, passing the limit was not always enough;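 note: 0% = enzyme with probe and DMSO and 100% = no enzyme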
Target sequence (P0A9M0 whole entry, looked up): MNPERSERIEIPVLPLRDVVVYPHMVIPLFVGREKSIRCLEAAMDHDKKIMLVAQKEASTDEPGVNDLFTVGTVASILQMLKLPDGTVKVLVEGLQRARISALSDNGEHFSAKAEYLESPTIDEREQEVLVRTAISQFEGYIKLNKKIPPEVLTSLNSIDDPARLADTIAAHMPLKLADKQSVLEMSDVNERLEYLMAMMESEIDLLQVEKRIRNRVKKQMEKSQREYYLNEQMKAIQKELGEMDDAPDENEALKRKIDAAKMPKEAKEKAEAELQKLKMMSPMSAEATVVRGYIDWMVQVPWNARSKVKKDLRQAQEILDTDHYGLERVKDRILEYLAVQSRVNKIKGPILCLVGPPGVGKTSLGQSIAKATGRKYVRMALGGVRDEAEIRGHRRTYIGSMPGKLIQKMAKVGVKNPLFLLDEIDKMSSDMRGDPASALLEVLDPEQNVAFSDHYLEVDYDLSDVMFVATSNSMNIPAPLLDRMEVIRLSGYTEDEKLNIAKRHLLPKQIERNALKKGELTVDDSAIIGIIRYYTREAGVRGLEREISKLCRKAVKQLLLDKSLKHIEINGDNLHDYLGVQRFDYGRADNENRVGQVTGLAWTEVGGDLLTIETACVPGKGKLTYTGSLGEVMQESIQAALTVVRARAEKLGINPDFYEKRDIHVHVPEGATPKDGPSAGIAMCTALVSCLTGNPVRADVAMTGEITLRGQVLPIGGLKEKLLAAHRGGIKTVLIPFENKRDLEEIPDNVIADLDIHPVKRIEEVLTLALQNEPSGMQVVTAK
MT1-MMP act inh – blockers of MT1-MMP proenzyme processing, primary screen, HT1080 RFP-PRO-GFP cells, GFP/RFP fluorescence; Matrix metalloproteinase-14 (Homo sapiens), P50281; GFP/RFP ratio fluorescence, overnight; percent of plate control window, DMSO zero; GFP/RFP ratio change, % at 20 µM; hit rate 0.061% among 360,000; AID 651647, 2012;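 active = GFP/RFP ratio change of at least 30% with cell ATP level not reduced by more than half and red fluorescence within 50% of control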; note: strong numbers were not always called active
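Assay system – RFP-PRO-GFP reporter HT1080 cells · Compound dosing – single dose of 20 µM compound, 1% DMSO final · Incubation – overnight compound exposure at 37 °C · Measure – GFP/RFP fluorescence ratio · Benchmarks – DMSO wells and RFP-L50D-GFP cells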
CSN inh – inhibitors of CSN-mediated cullin deneddylation, primary screen, biochemical, fluorescence polarization, uHTS | Purified CSN, SCF-Nedd8-OG deneddylation | inhibition, % at 12.5 µM | hit rate 0.38% among 360,000 | COP9 signalosome complex subunit 5 (Homo sapiens), Q92905;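 active = pattern-corrected inhibition above about 35%, with an unprinted fluorescence ratio check between 0.5 and 1.5, limit read from the data, passing the limit was not always enough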;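 note: 0% = enzyme with substrate and 100% = substrate without enzyme; some results filed as inactive read as strong as hits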
Target sequence (Q92905 whole entry, looked up, one chain of several): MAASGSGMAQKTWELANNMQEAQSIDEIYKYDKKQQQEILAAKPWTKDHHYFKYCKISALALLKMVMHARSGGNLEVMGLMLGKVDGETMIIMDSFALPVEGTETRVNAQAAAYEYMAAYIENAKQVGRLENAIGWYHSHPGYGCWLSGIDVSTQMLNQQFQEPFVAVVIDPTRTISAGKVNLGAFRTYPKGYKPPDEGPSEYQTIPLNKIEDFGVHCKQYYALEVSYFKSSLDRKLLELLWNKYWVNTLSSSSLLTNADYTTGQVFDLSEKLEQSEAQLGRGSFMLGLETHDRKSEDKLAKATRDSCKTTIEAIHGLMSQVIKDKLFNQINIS
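Assay system: purified human Csn5 enzyme expressed in HEK293T cells; Input: 0.24 nM Csn5 enzyme, final concentration; Reagent: 10 nM SCFSkp2-Nedd8OG; Compound dosing: 12.5 µM single point; Times: reaction 90 min, room temperature; Technique: fluorescence polarization readout.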
Rin1 Abl inh – inhibitors of Rin1-Abl protein binding, primary screen, biochemical, TR-FRET; hit rate 0.4% among 360,000; Tyrosine-protein kinase ABL1 (Homo sapiens) + Ras and Rab interactor 1 (Homo sapiens), …; AID 588664, 2011; inhibition, % at 7.35 µM; in the data active = inhibition above about 5%, passing the limit was not always enough
Rpn11 inh – Rpn11 (PSMD14) deubiquitinase inhibitors, primary screen, biochemical, fluorescence polarization, uHTS | hit rate 0.59% among 360,000 | calls only at 20 µM | human 26S proteasome, Ub4-pepOG fluorescence polarization; 20S core pre-blocked with epoxomicin | 26S proteasome non-ATPase regulatory subunit 14 (Homo sapiens), O00487;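 active = inhibition at 20 µM, scaled to each plate's controls, above about 33%, limit read from the data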
PABP1 MLLE inh – inhibitors of PABP1 MLLE–PAM2 peptide binding, primary screen, biochemical, fluorescence polarization, FITC-PAM2, GST-MLLE. Polyadenylate-binding protein 1 (Homo sapiens), P11940. inhibition, % at 20 µM. hit rate 0.36% among 360,000. AID 588489, 2011; in the data active = inhibition above about 35%, passing the limit was not always enough;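 note: plate controls were DMSO wells with GST-MLLE for no effect and wells lacking GST-MLLE protein for full effect; some results filed as inactive read as strong as hits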
bovine MsrA act – bovine MsrA enzyme activators, primary screen, biochemical, absorbance, HTS; purified bovine MsrA, absorbance read-out; hit rate 0.3% among 360,000; AID 602163, 2012; activation, % at 10.6 µM; Methionine sulfoxide reductase A (Bos taurus); in the data active = activation above about 7.5%;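 note: 0% = vehicle and 100% = reference activator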
An asterisk follows results filed as active; i = inactive; nt = no result given; + = active, no number. Random draw from the library; overall some 3.7% were active at least once.

Below each SMILES – MsrA inh | FAS TE block | E coli Lon inh | MT1-MMP act inh | CSN inh | Rin1 Abl inh | Rpn11 inh | PABP1 MLLE inh | bovine MsrA act
- CC(C)[C@H](NC(=O)c1ccccc1F)C(=O)Nc1cccc(S(=O)(=O)N2CCOCC2)c1
 : -0.3 | -1 | 2 | -7 | 9 | 1 | i | -7 | -2
- CC(C)NC(=O)N(C)C[C@@H]1Oc2ccc(NC(=O)CCN3CCOCC3)cc2CC(=O)N([C@@H](C)CO)C[C@@H]1C
 : -0.7 | -9 | -57 | -10 | 13 | 0 | i | -37 | -1
- O=C(NCCc1cccs1)c1cccs1
 : -0.5 | -4 | 6 | 1 | 2 | 0 | i | -5 | -3
- Cc1csc(NC(=O)c2ccc[nH]c2=O)n1
 : 3.1 | -6 | -8 | 1 | 4 | 0 | i | 3 | -7
- Cc1nc(CSc2nnc3scc(-c4ccc(Cl)cc4)n23)cs1
 : -1.0 | -3 | 0 | -1 | -2 | 3 | i | -16 | -4
- CCN(C(=O)COC(=O)Cc1c[nH]c2ccccc12)C1CCS(=O)(=O)C1 (stereo not given)
 : 0.6 | -6 | -11 | -6 | -2 | 1 | i | -12 | -3
- C=CCNc1nc(C(=O)OCC(=O)Nc2ccc(S(N)(=O)=O)cc2)cs1
 : 0.2 | -4 | -6 | -4 | 8 | -2 | i | 23 | -2
- CCCCN(CCCNC(=S)NCCCc1cnc[nH]1)c1ccc(Br)cn1
 : -0.6 | -64 | -2 | 3 | 1 | 3 | i | -32 | -1
- CCOC(=O)c1sc2nc3n(c(=O)c2c1C)CCCCC3
 : 0.7 | -5 | -1 | 4 | -2 | 2 | i | 7 | -2
- CCOC(=O)N1CCC(N2CC34C=CC(O3)C(C(=O)Nc3ccc(C)cc3)C4C2=O)CC1 (stereo not given)
 : 0.6 | 1 | -3 | -1 | 4 | -1 | i | 2 | -2
- CCc1ccc(NC(=O)C2=CC(c3ccc(OC)c(OC)c3)=NS(=O)(=O)N2C)cc1
 : 3.3 | 31 | -4 | -5 | 0 | -5 | i | 7 | 4
- COc1cc(Br)cc(/C=C/c2ccc3cccc(O)c3n2)c1O
 : 1.2 | 13 | -19 | -12 | 5 | 3 | i | -18 | -1
- Cc1cccc(NC(=O)CN2CCC(NC(=O)C3CCCCC3)CC2)c1C
 : -1.1 | -4 | -2 | 1 | 3 | 1 | i | 5 | -3
- COCC(=O)Nc1nc(-c2ccc(C)cc2)c(C)s1
 : -0.1 | -3 | -6 | 3 | -2 | -1 | i | -34 | 0
- CCCCN(Cc1cc2cc(C)ccc2[nH]c1=O)C(=O)c1ccccn1
 : 1.1 | -6 | -5 | -7 | -2 | 0 | i | -1 | -5
- CCC(C)(C)c1nnc(NC(=O)CCC2CCCCC2)s1
 : 0.2 | 0 | -5 | 4 | -1 | -1 | i | -1 | -2
- CN(CC(=O)Nc1ccccc1Cl)CC(=O)Nc1c(F)cccc1F
 : -0.1 | -2 | -8 | 4 | 17 | 1 | i | 1 | -1
- OC1CCN(Cc2ccc3ccccc3c2)CC1
 : -0.5 | -7 | 3 | -1 | 3 | -4 | i | -2 | -3
- O=C(c1ccc(S(=O)(=O)NCC2CCCO2)cc1)N1CCN(c2ccccc2)CC1 (stereo not given)
 : -0.7 | -5 | 4 | 3 | -2 | -1 | i | 4 | -7
- CC(=O)Nc1ccc(S(=O)(=O)Nc2ccc3ccccc3n2)cc1
 : 3.2 | -2 | -1 | 4 | -5 | 0 | i | 14 | -1
- Cc1ccc(N2CCN(C(=O)c3ccccc3NC(=O)C3CCCCC3C(=O)O)CC2)cc1 (stereo not given)
 : -0.1 | -10 | -8 | -1 | -1 | -1 | i | 18 | -4
- O=C(CCSc1nnc(-c2ccco2)o1)N1CCOCC1
 : -0.2 | -6 | 7 | -1 | 2 | 0 | i | -9 | 3
- O=C(NC(=S)Nc1ccc(N2CCCCC2)c(Cl)c1)c1cccs1
 : 0.8 | 8 | -2 | 3 | -6 | 0 | i | 18 | -2
- O=C(Nc1cc(S(=O)(=O)Nc2ccccc2F)ccc1Cl)c1ccc(F)cc1F
 : -0.1 | 5 | -10 | 4 | 0 | -1 | i | 3 | -3
- O=C(Nc1nc2c(s1)CCCC2)c1cc(-c2ccncc2)nc2ccccc12
 : 0.8 | -24 | 1 | -11 | 9 | -1 | i | -38 | -8
- COc1ccc(CN2CCN(Cc3c[nH]c4ccccc34)CC2CCO)c(F)c1 (stereo not given)
 : -1.6 | 0 | 7 | -2 | -1 | -2 | i | 4 | -6
- O=C(/C=C/c1cccs1)NC(=S)NNC(=O)Cc1cccs1
 : 3.1 | -2 | -2 | 4 | 0 | 1 | i | -10 | 4
- CCc1ccc(Sc2cc(C(=O)NCCN3CCOCC3)c3ccccc3n2)cc1
 : 0.8 | 1 | -9 | 4 | -14 | 0 | i | 9 | -13
- CNc1nc(Oc2ccc(=O)n(C)n2)nc(N2CCOCC2)n1
 : 0.1 | -3 | -4 | 2 | 10 | -2 | i | -5 | -2
- CCn1c(=Nc2ccc(N3CCOCC3)cc2)ccc2ccccc21
 : 0.8 | -3 | -9 | 3 | 0 | 2 | i | -15 | -3

Look-ups from the results shown:
Result for O=C(/C=C/c1cccs1)NC(=S)NNC(=O)Cc1cccs1 under MsrA inh: 3.1
Result for COc1ccc(CN2CCN(Cc3c[nH]c4ccccc34)CC2CCO)c(F)c1 (stereo not given) under CSN inh: -1

Following part
Below each SMILES – MsrA inh | FAS TE block | E coli Lon inh | MT1-MMP act inh | CSN inh | Rin1 Abl inh | Rpn11 inh | PABP1 MLLE inh | bovine MsrA act
- O=C(CN1C(=O)NC2(CCCc3ccccc32)C1=O)NCc1ccc(Cl)cc1Cl (stereo not given)
 : 0.1 | 21 | -10 | -2 | 4 | -1 | i | -24 | -2
- COc1ccccc1N(C)S(=O)(=O)c1ccc(C(=O)OCC(=O)Nc2ccccc2F)cc1
 : 0.6 | 32 | -6 | 3 | 5 | 1 | i | -1 | -6
- COc1ccc(CN2CCNC(=O)C2CC(=O)N(C)CCCN2CCOCC2)cc1C (stereo not given)
 : -0.7 | -4 | -5 | -1 | -2 | 2 | i | -11 | -4
- COc1ccccc1NC(=S)N1CCN(C(c2ccccc2)c2ccccc2)CC1
 : -0.8 | 24 | 2 | -19 | 1 | 4 | i | -77 | -14
- CCOC(=O)C(C)Oc1cccc2c(=O)n(CC(=O)N3CCCc4ccccc43)ccc12 (stereo not given)
 : 1.4 | 2 | 6 | nt | 1 | 3 | i | -4 | -12
- Cc1ccc(-n2ncc3c(NCc4cccnc4)ncnc32)c(C)c1
 : -0.3 | -6 | -19 | 5 | 0 | -5 | i | -18 | -4
- Fc1ccccc1N=C1Nc2cccc3cccc1c23
 : 0.9 | 9 | -7 | -4 | -6 | 1 | i | -22 | -16
- Cc1cc2oc(C(=O)Nc3nonc3C)c(C)c2cc1C
 : 0.1 | 2 | -4 | -3 | -4 | 4 | i | -14 | -2
- CN(CCOc1ccccc1)CC(=O)Nc1cccc(Br)c1
 : 1.8 | 18 | -9 | -2 | -5 | -2 | i | -21 | -1
- Cc1[nH]n(-c2ccccc2)c(=O)c1N=Nc1cccc(C(=O)O)c1
 : -0.9 | -4 | -3 | 1 | 4 | 0 | i | 11 | -9
- CSc1ccc(/C=C2\C(=N)N3N=C(CC(=O)N4CCCCC4)SC3=NC2=O)cc1
 : -0.8 | -6 | -19 | -11 | 2 | 1 | + | -46 | -1
- Cn1c(SCC(=O)N2CCCCC2)nc2c([nH]c3ccccc32)c1=O
 : 0.8 | -3 | 0 | 4 | 10 | -4 | i | -4 | 3
- CCOC(=O)C1=C(C)Nc2ccccc2N/C1=N\S(=O)(=O)c1cc(C(=O)O)ccc1Cl
 : 1.3 | -5 | 2 | 2 | 4 | 1 | i | 7 | -3
- CCN(CC)S(=O)(=O)c1cccc(C(=O)Nc2ccccc2)c1
 : 0.3 | -1 | -3 | 4 | 1 | 4 | i | 2 | -3
- COC(=O)c1sc2ncccc2c1OCc1ccc(Cl)cc1
 : 0.4 | 17 | -2 | -3 | 4 | 1 | i | -13 | -9
- O=C(NC1CC1)C1CCN(C2CCN(C(=O)CSc3ccccc3)CC2)CC1
 : -0.8 | -5 | 4 | 1 | -1 | -1 | i | 6 | -5
- Cc1ccc(C)c(-n2c(CNC(=O)c3ccco3)nnc2SCC(=O)Nc2nccs2)c1
 : -1.4 | -3 | 2 | -5 | 7 | 2 | i | -8 | -4
- COc1ccc(S(=O)(=O)N(CCC(N)=O)Cc2ccco2)cc1OC
 : -0.3 | -4 | -10 | 1 | 2 | 0 | i | 0 | 0
- Cc1cc(CNC(=O)Cn2cc([N+](=O)[O-])cn2)c2ccccc2n1
 : 1.1 | -1 | -8 | -4 | -10 | 1 | i | -2 | -2
- O=C(NNC(=S)Nc1ccc(Br)cc1)c1ccccc1Br
 : -0.1 | 3 | -7 | 3 | 2 | -2 | i | 28 | -2
- Nn1c(COc2ccccc2F)nnc1SCC(=O)NCC1CCCO1 (stereo not given)
 : 0.8 | -4 | 3 | 2 | 1 | -5 | i | -10 | 3
- O=C(NCc1ccc(F)cc1)c1noc2c1CCCC2
 : nt | -4 | 1 | 1 | 7 | -2 | i | -3 | -3
- N#CCNC(=O)c1nn2c(C(F)(F)F)cc(-c3ccccc3)nc2c1Br
 : -1.0 | -6 | 1 | 3 | 2 | 1 | i | 4 | -2
- O=C(NC(Nc1nc2ccccc2s1)(C(F)(F)F)C(F)(F)F)c1ccccc1
 : -0.7 | 1 | -5 | -6 | 0 | 1 | i | 3 | -8
- N#C/C(=C\C1=C(N2CCOCC2)C(=C\c2ccccc2)/CC1)C(=O)Nc1ccccc1F
 : 0.7 | 32 | -26 | -3 | 60* | 4 | nt | -92 | -11
- COc1ccccc1/C=C/C(=O)N1CCC(c2ccccc2)C1 (stereo not given)
 : -0.4 | -6 | -10 | 1 | -8 | -4 | i | 10 | -6
- CCOC(=O)c1c(C)[nH]c(C2=NNC(=NC(C)COC)SC2)c1C (stereo not given)
 : 2.6 | -5 | -2 | -1 | -3 | 1 | i | -91 | -2
- Fc1cccc(Cc2c(-c3ccccc3)nc3ccc(Br)cn23)c1
 : 0.1 | 11 | 2 | -4 | -4 | -30 | i | 26 | -5
- O=C(Nc1ccc2c(c1)OCO2)C1CCN(Cc2cnn(-c3ccccc3)c2-n2cccc2)CC1
 : 0.5 | 5 | -4 | 2 | -3 | -1 | i | -14 | 0
- COC(=O)C1=CN(c2ccc(F)c(F)c2)C=C(C(=O)OC)C1c1ccc([N+](=O)[O-])cc1
 : -0.7 | 50 | -1 | -4 | 1 | 0 | i | 9 | 0
- O=C(Nc1ccc2c(c1)OCO2)c1ccc[n+]([O-])c1
 : 0.7 | -11 | 11 | -1 | 2 | 5.0* | i | 6 | -3

Compound activity as filed in PubChem.
